Bioassay records (PubChem BioAssay)
rCAG RNA binder: binders of r(CAG) RNA repeats, primary screen, biochemical, fluorescence; actives 1.3% (n = 370,000); inhibition, % at 3 µM; r(CAG) RNA repeat, TO-PRO-1 dye displacement fluorescence;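 active = inhibition above the plate cutoff, the mean of all test compounds on that plate plus 3 SD, cut at about 35% in these data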;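 note: 0% = DMSO alone and 100% = 100 µM mitoxantrone as full dye displacement; higher means more dye released from RNA so lower well fluorescence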
NR1D1 modulator: modulators of Rev-erb alpha DNA binding, primary screen, biochemical, FITC-DNA, fluorescence polarization, uHTS | Nuclear receptor subfamily 1 group D member 1 (Homo sapiens), P20393 | Rev-erbα–FITC-DNA binding, 90 min | activity, % at 10 µM | actives 0.79% (n = 370,000);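 active = activity above about 14%, limit read from the data; passing the limit was not always enough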;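 note: 0% = DMSO wells with 35 nM protein and 100% = DMSO wells with 750 nM protein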
Target sequence (P20393 whole entry, looked up): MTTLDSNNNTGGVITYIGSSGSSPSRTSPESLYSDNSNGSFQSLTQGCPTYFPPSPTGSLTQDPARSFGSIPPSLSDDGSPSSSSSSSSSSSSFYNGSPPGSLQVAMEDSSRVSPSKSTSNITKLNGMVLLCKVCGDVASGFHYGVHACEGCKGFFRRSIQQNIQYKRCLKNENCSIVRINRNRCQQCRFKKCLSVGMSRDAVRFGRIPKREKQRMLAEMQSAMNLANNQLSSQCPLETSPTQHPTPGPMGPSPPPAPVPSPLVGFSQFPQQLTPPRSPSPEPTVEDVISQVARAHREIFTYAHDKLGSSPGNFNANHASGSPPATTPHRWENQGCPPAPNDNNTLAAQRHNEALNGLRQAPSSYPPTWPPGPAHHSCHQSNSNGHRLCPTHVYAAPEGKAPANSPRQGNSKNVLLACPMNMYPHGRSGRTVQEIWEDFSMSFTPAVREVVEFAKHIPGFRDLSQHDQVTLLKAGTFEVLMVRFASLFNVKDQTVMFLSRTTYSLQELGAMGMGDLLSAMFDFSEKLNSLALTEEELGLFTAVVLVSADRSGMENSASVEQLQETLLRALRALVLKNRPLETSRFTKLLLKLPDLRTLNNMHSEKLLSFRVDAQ
mABHD4 FP: ABHD4 inhibitors, primary screen, biochemical, fluorescence polarization, mouse. (Lyso)-N-acylphosphatidylethanolamine lipase (Mus musculus), Q8VD66. purified mABHD4, FP-Rh probe fluorescence polarization. inhibition, % at 8.92 µM. actives 0.54% (n = 370,000). AID 720543, 2013;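 active = inhibition exceeding the mean over every tested compound plus 3 SD, cut at about 30% in these data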;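 note: 0% = plate median of compound wells and 100% = S159A mutant with DMSO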
Target sequence (Q8VD66 whole entry, looked up): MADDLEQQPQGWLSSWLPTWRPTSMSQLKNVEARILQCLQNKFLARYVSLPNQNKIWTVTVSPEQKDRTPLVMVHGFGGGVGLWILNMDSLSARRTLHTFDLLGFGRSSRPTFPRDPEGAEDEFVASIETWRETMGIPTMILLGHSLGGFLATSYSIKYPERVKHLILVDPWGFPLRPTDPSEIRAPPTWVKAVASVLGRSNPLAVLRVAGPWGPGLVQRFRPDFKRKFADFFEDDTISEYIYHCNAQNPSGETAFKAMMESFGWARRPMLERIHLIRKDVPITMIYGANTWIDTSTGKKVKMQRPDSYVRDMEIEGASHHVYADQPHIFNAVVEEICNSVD
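assay system = mABHD4 protein | compound dosing = single nominal dose of 8.92 µM, 0.89% DMSO final | read-out basis = percent inhibition of probe binding, normalized to plate controls | schedule = Enzyme–compound pre-incubation 45 min, then probe 60 min, both 25 °C | detection = fluorescence polarization, excitation 525 nm, emission 598 nm, BODIPY TMR filters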
UHRF1 MBD2 ctr: UHRF1 methylated DNA binding inhibitors, primary screen, counter-screen for MBD2 inhibitor project, biochemical, TR-FRET, human UHRF1, single concentration; inhibition, % at 4.4 µM; UHRF1 binding to methylated oligo; actives 0.75% (n = 370,000); E3 ubiquitin-protein ligase UHRF1 (Homo sapiens), Q96T88; AID 687016, 2013; in the data active = inhibition above about 21%;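 note: UHRF1 SRA domain binding a hemimethylated CpG hairpin DNA probe; 0% = median of test compound wells and 100% = reference inhibitor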
TCR CD3 inh: inhibitors of human TCR-CD3 interaction, primary screen, biochemical, fluorescence, TAMRA-labeled TCR probe. T-cell receptor (TCR). inhibition, % at 9.4 µM. actives 0.37% (n = 360,000); in the data active = inhibition above about 19%;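 note: recombinant mutant TCR 2C K166C tagged with TAMRA read by polarization; 0% = receptor in buffer alone and 100% = receptor with positive control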
PRMT1 inh: PRMT1 methyltransferase inhibitors, primary screen, biochemical, fluorescence polarization. Protein arginine N-methyltransferase 1 (Homo sapiens), Q99873. recombinant PRMT1, activity-based probe fluorescence polarization. actives 1.3% (n = 370,000). inhibition, % at 2.79 µM;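 active = inhibition above about 21% made by adding two undisclosed values, limit read from the data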
MBD2 DNA inh: inhibitors of MBD2 binding to methylated DNA, primary screen, biochemical, TR-FRET, DNA-binding domain, human; Methyl-CpG-binding domain protein 2 (Homo sapiens), Q9UBB5; MBD2 binding to methylated oligonucleotide; inhibition, % at 4.4 µM; actives 0.31% (n = 370,000); AID 686964, 2013; in the data active = inhibition above about 13%
PG9 Ab binder: binders of HIV-1 gp120 antibody PG9, primary screen, biochemical, TR-FRET; HIV-1 gp120 / PG9 antibody interaction; TR-FRET gp120-PG9 antibody binding; inhibition, % at 6.7 µM; actives 0.43% (n = 360,000); AID 624416, 2012; in the data active = inhibition above about 8.5%
LEDGF integ inh: blockers of LEDGF/p75-dependent integrase strand transfer – biochemical, TR-FRET, high throughput, primary screen. TR-FRET IN-LEDGF/p75 DNA integration, Eu/Cy5. actives 0.64% (n = 370,000). inhibition, % at 3.7 µM;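 active = inhibition above the screen-wide mean plus 3 SD, cut at about 13% in these data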;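 note: signal is the Cy5 over europium emission ratio at 671 and 618 nm; 0% = plate median of compound wells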
HTRA1 inhibitor: HTRA1 serine protease inhibitors, primary screen, biochemical, fluorescence polarization, HTS; recombinant HTRA1, FP-rhodamine activity-based probe; inhibition, % at 5.96 µM; actives 0.5% (n = 340,000); AID 504803, 2011; in the data active = inhibition above about 36%;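 note: 0% = enzyme with DMSO and 100% = wells lacking enzyme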
* = called active by the depositor. A portion of the library; rates above refer to the full screens.

SMILES,rCAG RNA binder,NR1D1 modulator,mABHD4 FP,UHRF1 MBD2 ctr,TCR CD3 inh,PRMT1 inh,MBD2 DNA inh,PG9 Ab binder,LEDGF integ inh,HTRA1 inhibitor
Cc1ccc(-c2n[nH]c(=S)n2/N=C/c2cc3c(cc2[N+](=O)[O-])OCO3)cc1,16,-5,7,7,-6,11,3,-1.6,1,8
Cn1nc(CC(=O)NC2CCCCCC2)c2ccccc2c1=O,3,5,7,-1,1,-2,-7,1.5,7,2
c1cc(-c2nn[nH]n2)ccc1CN1CCCCC1,4,3,0,0,-2,1,4,-1.0,-1,0
O=C(Nc1ccn(Cc2ccccc2F)n1)c1ccc(COc2ccccc2Cl)cc1,8,2,-53,-3,1,5,1,-0.7,6,-55
Cc1ccn2c(NC3CCCC3)c(-c3ccncc3)nc2c1,-10,-1,-4,-5,2,-3,-6,-2.1,-5,3
CNC(=O)COC(=O)/C=C/c1cccs1,-2,-6,-2,2,-1,1,-4,-1.5,-6,2
O=C(Nc1cccc(-n2cnnn2)c1)c1cc(Cl)ccc1Cl,5,-1,-10,1,0,2,-2,-0.8,5,-22
NC1=NC[C@H](Cc2ccc(O)cc2)N1CCc1cccc2ccccc12,14,-2,1,-2,-9,-3,5,-1.1,1,-14
CCC1Sc2ccccc2N(CC(=O)NCc2ccc3c(c2)OCO3)C1=O (stereo not drawn),-2,-6,-6,0,1,2,3,-0.4,-1,-11
CCN(CC)S(=O)(=O)c1ccc(/C=C/C(=O)OCC(=O)NCc2ccc3c(c2)OCO3)cc1,1,-1,0,0,2,-1,6,-1.4,-1,-12
O=C(Nc1ccccc1)c1ccc(CN2CCc3ccccc3C2)cc1,0,-3,-7,3,-4,1,5,4.2,1,-24
CCc1cccc(C)c1NC(=O)CSc1nnc(Cc2csc(C)n2)o1,-1,3,-6,2,0,-2,-2,-1.2,1,2

Reformatted with two lines to a compound: part of the list above.
Under each structure: rCAG RNA binder	NR1D1 modulator	mABHD4 FP	UHRF1 MBD2 ctr	TCR CD3 inh	PRMT1 inh	MBD2 DNA inh	PG9 Ab binder	LEDGF integ inh	HTRA1 inhibitor
Cc1ccn2c(NC3CCCC3)c(-c3ccncc3)nc2c1
→ -10	-1	-4	-5	2	-3	-6	-2.1	-5	3
CNC(=O)COC(=O)/C=C/c1cccs1
→ -2	-6	-2	2	-1	1	-4	-1.5	-6	2
O=C(Nc1cccc(-n2cnnn2)c1)c1cc(Cl)ccc1Cl
→ 5	-1	-10	1	0	2	-2	-0.8	5	-22

By substructure, the compounds so far containing four or more nitrogen atoms (five)
SMILES,rCAG RNA binder,NR1D1 modulator,mABHD4 FP,UHRF1 MBD2 ctr,TCR CD3 inh,PRMT1 inh,MBD2 DNA inh,PG9 Ab binder,LEDGF integ inh,HTRA1 inhibitor
Cc1ccc(-c2n[nH]c(=S)n2/N=C/c2cc3c(cc2[N+](=O)[O-])OCO3)cc1,16,-5,7,7,-6,11,3,-1.6,1,8
c1cc(-c2nn[nH]n2)ccc1CN1CCCCC1,4,3,0,0,-2,1,4,-1.0,-1,0
Cc1ccn2c(NC3CCCC3)c(-c3ccncc3)nc2c1,-10,-1,-4,-5,2,-3,-6,-2.1,-5,3
O=C(Nc1cccc(-n2cnnn2)c1)c1cc(Cl)ccc1Cl,5,-1,-10,1,0,2,-2,-0.8,5,-22
CCc1cccc(C)c1NC(=O)CSc1nnc(Cc2csc(C)n2)o1,-1,3,-6,2,0,-2,-2,-1.2,1,2

Random excerpt: three entries already listed.
SMILES,rCAG RNA binder,NR1D1 modulator,mABHD4 FP,UHRF1 MBD2 ctr,TCR CD3 inh,PRMT1 inh,MBD2 DNA inh,PG9 Ab binder,LEDGF integ inh,HTRA1 inhibitor
O=C(Nc1ccccc1)c1ccc(CN2CCc3ccccc3C2)cc1,0,-3,-7,3,-4,1,5,4.2,1,-24
O=C(Nc1cccc(-n2cnnn2)c1)c1cc(Cl)ccc1Cl,5,-1,-10,1,0,2,-2,-0.8,5,-22
Cc1ccc(-c2n[nH]c(=S)n2/N=C/c2cc3c(cc2[N+](=O)[O-])OCO3)cc1,16,-5,7,7,-6,11,3,-1.6,1,8

The listing continues:
SMILES,rCAG RNA binder,NR1D1 modulator,mABHD4 FP,UHRF1 MBD2 ctr,TCR CD3 inh,PRMT1 inh,MBD2 DNA inh,PG9 Ab binder,LEDGF integ inh,HTRA1 inhibitor
COc1cc(NC(=O)CN2CCC(Cc3ccccc3)CC2)c(C)cc1[N+](=O)[O-],2,-8,2,-2,-1,1,8,0.4,-2,-5
COc1cccc(CNC(=O)c2nnn(CC(=O)Nc3cccc(C)c3)c2N)c1,4,8,0,0,3,2,-1,-1.4,1,-9
COc1ccc(-n2nnnc2S(=O)(=O)Cc2ccc(C(=O)O)cc2)cc1,1,-4,0,-3,4,2,-1,1.7,1,3
Cc1ccc(C(=O)C2=C(O)C(=O)N(CCCN3CCOCC3)C23C(=O)N(C)c2ccccc23)o1 (stereo not drawn),11,-5,-2,0,-11,18,8,9.1*,1,4
CCNC(=O)n1cc(-n2cncn2)c(-c2ccc(Cl)cc2)n1,0,4,-1,2,7,1,3,1.0,0,-2
Cc1ccn2c(NC3CCCC3)c(-c3ccsc3)nc2c1,0,-7,6,0,-4,3,5,-0.4,6,-3
O=C(N/N=C/c1ccncc1)NC1CCCCC1,0,-8,-1,4,2,-2,0,-2.3,-6,-5
Cc1cccc(-n2cnc3c(sc4nc(N5CCOCC5)c5c(c43)CCCC5)c2=O)c1,6,8,2,-26,7,-4,-10,1.5,-1,-36
CCOC(=O)CN(Cc1ccc(OC)c(OC)c1)S(=O)(=O)c1ccc(OC)cc1,-2,-1,4,0,1,1,-6,1.1,3,-6
CCOC(CCNC(=O)c1cn(CCOC)c(=O)c2c1c1ccccc1n2C)OCC,-3,0,-4,-5,5,-4,-5,-0.7,5,-5
CC(=O)N1CCC(N(C(=O)Nc2ccc(Cl)cc2)C(C)C)CC1,-1,-3,0,-1,1,-2,2,0.8,2,4
O=C(COC(=O)/C=C/c1ccccc1Cl)NCCc1ccc(Cl)cc1Cl,9,-1,-4,0,4,-5,0,-3.1,8,-11
Cc1cc(=O)n2c(n1)NC(Nc1cccc(C)c1C)=NC2c1ccccc1 (stereo not drawn),10,3,7,2,-9,1,-1,2.2,-3,10
Cc1ccc(S(=O)(=O)N2CCN(c3ccc(C(F)(F)F)cc3[N+](=O)[O-])CC2)cc1,0,2,-3,0,2,-1,-7,-2.3,-4,-30
CCNc1nc(NCC)n2c(SCC(=O)Nc3ccccc3[N+](=O)[O-])nnc2n1,0,2,2,-6,5,-3,-11,0.6,0,1
CCS(=O)(=O)Nc1cccc(C2=NN(S(C)(=O)=O)C(c3ccccc3)C2)c1 (stereo not drawn),-1,5,-4,-1,3,-1,-1,-3.4,-2,0
O=C(O)c1ccccc1C(=O)c1ccc(Sc2ccc(Cl)cc2)c([N+](=O)[O-])c1,64*,-6,-32,21*,-5,-2,0,-1.3,1,-17
COc1ccc(CCCc2nnc(SCC(=O)NN)o2)c(C)c1,0,-3,1,2,-2,4,4,-0.5,-6,-15
CCC(C(=O)Nc1nccs1)c1ccccc1 (stereo not drawn),3,-3,-6,1,10,1,-1,-0.8,-1,-2
Cc1ccc(CCNC(=O)C2CCN(S(=O)(=O)c3ccc4c(c3)CCC(=O)N4)CC2)cc1,2,-6,-1,1,3,-3,-2,2.5,4,-5
CC(C)N(CCNCc1nnc(-c2ccccc2)o1)C(C)C,-2,-3,4,3,-9,4,-1,0.4,-3,2
CC(C)(C)NCCCCOc1ccccc1F,-3,-2,3,2,-3,3,-3,-1.1,-2,-2
O=C(Cn1cncn1)NCc1ccccc1Br,-1,5,3,-2,4,-2,2,1.1,1,1
CC(OC(=O)c1cc(=O)[nH]c2ccccc12)c1ccccc1 (stereo not drawn),2,-2,-10,2,3,2,0,-3.0,0,-19
Cc1ccc(NC(=O)CSc2nnc3n2CCCCC3)cc1S(=O)(=O)N1CCOCC1,2,-2,-4,0,3,-2,-6,-1.1,1,2
O=C(Cc1ncc(C(F)(F)F)cc1Cl)NNc1cccc(F)n1,2,3,3,1,1,1,-1,-0.2,-3,3
COc1cccc(CC(=O)N(CCC2=CCCCC2)c2c(N)n(Cc3ccccc3)c(=O)[nH]c2=O)c1,3,2,7,-3,-6,-1,4,-1.0,1,-4
CC1CCC(NC(=O)CCS(=O)(=O)c2ccc3c(c2)CC(C)N3C(=O)C2CC2)CC1 (stereo not drawn),-1,-1,4,0,-8,0,2,1.2,0,3
COc1ccc(CN2CCCC(CNC(=O)c3ccc(F)cc3)C2)c(C)c1C (stereo not drawn),-4,2,6,-1,0,-3,5,1.7,-2,2
O=C(c1cccc(N2C(=O)C3C4C=CC(C4)C3C2=O)c1)N1CCCc2ccccc21 (stereo not drawn),-5,-2,7,1,-7,3,0,-2.0,-6,0
Cc1ccc2nc(-c3cccc(N)c3)[nH]c2c1,3,-6,6,-1,6,-1,-3,0.6,-3,-1
Cc1ccc(N(CCC(=O)O)S(=O)(=O)c2ccccc2)cc1,1,1,7,9,-5,-1,2,-0.4,3,-3
CCCCN(C)C(=O)c1nc2ccccn2c1CNCCCn1ncc2ccccc21,-11,2,1,2,-7,7,5,1.4,-2,5
CCN1C(=O)/C(=C2/Sc3ccccc3N2CC)SC1=S,0,0,2,3,-5,4,-1,0.2,-3,2
COC(=O)C1CCN(C(=O)c2cc(-c3ccco3)nc3ccccc23)CC1,41*,-36,22,40*,27*,22*,22*,-1.4,28*,22
CC(C)(O)CNC(=O)C(Cc1ccccc1)N1C(=O)c2ccccc2C1=O (stereo not drawn),-4,-1,-4,10,-1,-2,3,-2.5,77*,4
